# Screening data (PubChem BioAssay)
# HSP90 refold inh: HSP90 inhibitors, primary screen, cell lysate, luminescence; Rabbit reticulocyte lysate, luciferase refolding luminescence, 3 h; inhibition, % at 5.6 µM; 290,000 tested, 0.91% active;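 active = inhibition above the screen-wide mean plus 3 SD, computed separately per campaign, cut at about 16% in these data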;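 also: 0% = DMSO wells and 100% = 60 µM geldanamycin wells; inhibitors lower the luminescence because luciferase stays unfolded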
# aSyn UTR inh: MLPCN primary screen, SNCA 5' untranslated region; alpha-synuclein 5'UTR reporter, inhibitor activity; 300,000 tested, 0.82% active; inhibition, % (tested at 7.5 µM); in the data active = inhibition above about 60%;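 also: H4 neuroglioblastoma cells stably carrying SNCA 5'UTR luciferase fusion; 0% = DMSO wells and 100% = positive control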
# HSF1 inh: HSF1 inhibitors in luciferase reporter cells, primary screen, cell-based, NIH3T3, luminescence | AID 2098, 2009 | NIH3T3-HGL HSE-luciferase, MG132-induced, luminescence 8 h; hits give low values | 300,000 tested, 0.77% active | activity change, negative = inhibition, % at 7.5 µM (by protocol);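 active = more than half of replicate wells show activity change below -50%, luminescence cut by over half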;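 also: luciferase reports HSF-1 transcriptional activity via heat shock element; 0% = median of DMSO wells and -100% = zero luminescence signal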
# HSF1 activator: HSF-1 activators, primary screen, NIH3T3-HGL cells, MG132 stress, luminescence, single point; NIH3T3-HGL HSF-1 luciferase reporter, 8 h; 100% = twice DMSO control signal; activation, % at 9 µM; 300,000 tested, 1.7% active; AID 504408, 2011;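 active = mean replicate activation of at least 50% with a set share of replicates each reaching 50%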;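 also: 0% = median of the neutral control wells and 100% = twice that signal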
# AI-2 QS modul: Vibrio harveyi AI-2 quorum sensing modulators, primary screen, JMH597 strain, luminescence/OD600 ratio. Vibrio harveyi JMH597 AI-2 luminescence/OD600 ratio, 9 h; hits give low values; strain lacks LuxN and CqsS sensors; 0 = neutral-control median. activity change, % at 7.5 µM. 300,000 tested, 0.4% active. AID 2094, 2009; in the data active = activity change below about -75%, passing the limit was not always enough;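 also: luminescence divided by OD600 gain over 9 h not by final OD600 alone; inactives centre near 13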
# HIF act: HIF pathway transcriptional activators, primary screen, cell-based, U2OS HRE-luciferase, luminescence; activation, % at 7.5 µM (by protocol); 300,000 tested, 0.32% active; AID 1910, 2009; U2OS HRE-luciferase reporter; normalized: DMSO 0%, desferrioxamine 100%;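 active = mean activation of at least 10% of the iron chelator positive control signal, with at least half of replicates also reaching 10%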
# GSK3A inh: blockers of GSK3A enzyme activity – biochemical, luminescence, cell-free homogeneous, HTS, primary screen | Glycogen synthase kinase-3 alpha (Homo sapiens), P49840 | GSK-3 alpha kinase, ADP-Glo luminescence, 60 min | 320,000 tested, 0.1% active | inhibition, % at 10 µM;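 in the data active = inhibition above about 50%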;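 also: GST-tagged GSK-3 alpha with peptide substrate and 25 µM ATP; 0% = DMSO neutral wells and 100% = GW8510 positive control wells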
# Target sequence (P49840 whole entry, looked up): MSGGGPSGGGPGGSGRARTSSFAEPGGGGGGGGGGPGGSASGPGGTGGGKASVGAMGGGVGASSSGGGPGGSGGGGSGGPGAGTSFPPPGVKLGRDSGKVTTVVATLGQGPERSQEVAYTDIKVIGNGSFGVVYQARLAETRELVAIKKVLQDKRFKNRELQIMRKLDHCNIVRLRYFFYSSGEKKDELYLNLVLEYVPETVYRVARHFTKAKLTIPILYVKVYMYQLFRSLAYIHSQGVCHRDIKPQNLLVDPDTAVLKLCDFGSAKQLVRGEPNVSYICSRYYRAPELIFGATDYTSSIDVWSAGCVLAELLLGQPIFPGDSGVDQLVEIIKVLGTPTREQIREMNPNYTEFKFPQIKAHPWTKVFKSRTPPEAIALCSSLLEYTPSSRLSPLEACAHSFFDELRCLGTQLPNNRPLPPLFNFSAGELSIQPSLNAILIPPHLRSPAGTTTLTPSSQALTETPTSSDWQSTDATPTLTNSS
# KLF5 inh: KLF5 expression inhibitors, primary screen, DLD-1 cells, luminescence; inhibition, % at 5 µM; DLD-1 KLF5 promoter-luciferase reporter; 290,000 tested, 0.23% active;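 active = inhibition above a per-plate limit of that plate's mean compound inhibition plus 3 SD, cut at about 60% in these data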;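 also: 0% = DMSO wells and 100% = LY294002 at 200 µM; higher means less KLF5 promoter-driven luciferase light; inactives centre near -14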
# GSK3beta inhib: human GSK3beta kinase inhibitors, primary screen, biochemical, cell-free homogeneous, HTS; activity score (negative = inhibition), % at 10 µM; GST-GSK3beta kinase, ADP-Glo luminescence, 60 min; hits give low values; 300,000 tested, 0.038% active; AID 2097, 2009; Glycogen synthase kinase-3 beta (Homo sapiens), P49841;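 active = more than half of replicate wells score below -50%, meaning over 50% inhibition versus plate controls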;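 also: 0% = median DMSO wells and -100% = median GW8510 positive control wells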
# Target sequence (P49841 whole entry, looked up): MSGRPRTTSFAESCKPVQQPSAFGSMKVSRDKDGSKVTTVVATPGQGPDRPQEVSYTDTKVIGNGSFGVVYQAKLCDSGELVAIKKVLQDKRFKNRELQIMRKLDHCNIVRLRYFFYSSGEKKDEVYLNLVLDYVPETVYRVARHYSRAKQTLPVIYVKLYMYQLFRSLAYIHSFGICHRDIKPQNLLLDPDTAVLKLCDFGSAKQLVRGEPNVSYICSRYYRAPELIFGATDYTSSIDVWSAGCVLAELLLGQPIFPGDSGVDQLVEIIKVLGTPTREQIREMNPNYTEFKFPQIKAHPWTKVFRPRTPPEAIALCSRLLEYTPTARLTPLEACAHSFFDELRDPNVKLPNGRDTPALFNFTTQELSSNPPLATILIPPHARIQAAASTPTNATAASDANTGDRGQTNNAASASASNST
#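 Test system: GST-tagged human GSK3beta kinase, cell-free; evaluation: activity score scaled between in-plate DMSO and GW8510 controls; measured by: ADP-Glo luminescence; incubation: 60 min reaction, RT; benchmarks: DMSO and 20 µM GW8510; reagent: peptide substrate plus 25 µM ATP (final); medium: Tris/MgCl2 kinase buffer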
# IEC-6 tox: cytotoxicity in IEC-6 intestinal epithelial cells, primary screen, cytotoxicity control for KLF5 inhibitor project, cell-based, luminescence; IEC-6 cytotoxicity, luminescence viability; inhibition, % at 5 µM; 290,000 tested, 0.78% active; AID 1825, 2009; in the data active = inhibition above about 22%;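 also: 0% = plate median of test compound wells and 100% = cytotoxic reference compound wells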
# Starred values were filed as active, the others as inactive; / = not tested or not shown.
compound	HSP90 refold inh	aSyn UTR inh	HSF1 inh	HSF1 activator	AI-2 QS modul	HIF act	GSK3A inh	KLF5 inh	GSK3beta inhib	IEC-6 tox
CCOc1ccccc1NC(=O)CNC(=O)Cc1ccccc1	-4.2	11.4	-5.4	-27.7	5.4	-0.2	-3.6	3.3	2.3	2.4
CCC1=Nc2cc(C(=O)NCc3cccnc3)ccc2Sc2ccc(C)cc21	2.2	19.6	5.3	10.8	2.1	2.4	-0.4	29.3	1.0	66.7*
COC(=O)C1CN(C(=O)c2cccc(OC(F)F)c2)c2ccccc2O1 (stereo unspecified)	3.8	-13.4	-2.4	22.2	-4.4	0.5	-1.1	-1.4	-2.0	-1.9
O=C(CNc1cc(S(=O)(=O)N2CCCC2)ccc1OCC(F)(F)F)Nc1cc(Cl)cc(Cl)c1	-0.3	2.8	0.1	2.2	-17.9	-0.6	-2.1	-9.5	-2.5	-1.7
CCCOC(=O)c1c(NC(=O)/C=C/c2cnn(C)c2C)sc(C(=O)OCC)c1C	2.4	3.4	-0.3	-6.5	20.2	0.2	0.9	-27.2	1.7	-6.2
O=C(C1CCC(CNS(=O)(=O)c2cccs2)CC1)N1CCN(c2ccc(F)cc2)CC1 (stereo unspecified)	-4.0	0.2	0.4	19.7	19.8	-0.4	-2.8	-4.7	4.0	-3.3
O=C(CCN1CCOCC1)NNC(=S)NC(=O)c1ccc(Br)cc1	1.5	-7.8	9.9	23.9	48.8	-0.1	0.8	-38.3	-5.4	1.9
Cc1ccc2[nH]c(=O)c3cc(C(=O)N(C)c4ccccc4C)sc3c2c1	-6.1	-21.1	-9.7	-31.6	9.7	0.1	-2.7	-5.7	0.2	1.4
CC(=O)Nc1cccc(NC(=O)C(C)N2c3cccc4cccc(c34)S2(=O)=O)c1 (stereo unspecified)	1.8	16.9	2.7	-5.1	9.9	-0.3	0.8	-7.4	-0.9	3.2
Cn1c(=O)c2c(C(=O)O)cc(-c3ccccc3)nc2n(Cc2ccccc2)c1=O	-2.6	-14.1	1.6	1.0	19.3	0.2	-3.4	-18.0	1.7	0.4
Cc1ccc(CSc2nnc(NC(=O)C3COc4ccccc4O3)s2)cc1 (stereo unspecified)	-0.4	-1.2	-2.4	-6.7	29.8	-0.1	-3.2	-2.4	0.1	-4.2
Cn1cc([N+](=O)[O-])c(C(=O)NCc2ccco2)n1	1.3	28.8	-7.3	7.6	19.8	-0.4	0.6	-12.5	0.8	-4.7
CCCCn1c(S(=O)(=O)O)nc2ccccc21	0.7	-3.9	-2.2	-9.5	3.1	-0.3	-4.7	-25.1	0.4	-3.0
Cc1cc(C)cc(-n2ccnc2SCC(=O)Nc2nccs2)c1	4.7	-1.3	0.5	20.3	16.6	0.4	-0.3	-8.6	-0.1	3.1
COc1ccc(/C(N)=N/OC(=O)C2CCC(=O)N2S(=O)(=O)c2ccc(C)cc2)cc1OC (stereo unspecified)	-0.8	-6.2	5.5	28.5	-8.3	0.4	-2.3	-10.3	-0.8	-1.3
COc1ccc(NC(=O)C2CCCN(S(=O)(=O)c3cccnc3)C2)cc1OC (stereo unspecified)	0.5	-9.9	-6.3	-11.2	20.3	-0.4	1.9	-3.6	2.6	1.0
COc1ccccc1CC(NC(C)=O)C(=O)NC1CCN(C(=O)Nc2ccccc2F)CC1 (stereo unspecified)	-0.2	6.5	-4.7	0.0	16.6	0.0	-0.4	-23.4	0.6	4.4
O=C(CSc1nnc(-c2ccc(F)cc2)o1)N1CCCC1	-3.2	-113.8	5.2	4.7	18.3	1.6	0.9	-89.5	0.7	-5.8
Cc1ccc(C)c(-c2csc(NC(=O)C3=COCCO3)n2)c1	/	-36.8	-12.5	-12.2	4.4	0.8	-2.1	/	-23.4	/
CCN1C(=O)/C(=C\N2CCOCC2)SC1=S	0.5	9.2	-11.1	-26.5	15.8	0.1	1.5	-15.7	-1.2	-5.9
Cc1ccc(S(=O)(=O)Cn2nnnc2C(c2ccccc2)N2CCN(c3ccccc3)CC2)cc1 (stereo unspecified)	-0.4	31.9	2.3	19.6	3.7	0.9	1.0	-37.1	1.1	0.9
CNC(=O)CC1C(=O)N(c2ccc(Cl)cc2)C(=S)N1CCc1ccc(OC)c(OC)c1 (stereo unspecified)	-5.6	-1.2	-10.8	-3.6	10.4	-1.1	-6.0	-16.8	4.0	-4.0
Cc1nn(C)c(N)c1C(O)(c1nccn1C)C(F)(F)F (stereo unspecified)	2.5	0.0	-8.8	-4.2	-6.2	-1.1	1.8	10.5	-0.1	-3.5
Cn1c(-c2cccc3ccccc23)n[nH]c1=S	2.0	19.7	0.9	4.4	-1.6	-1.2	-0.8	-22.2	-0.4	-1.9

# An excerpt of these results, with two lines to a compound:
# Each structure is followed by: HSP90 refold inh	aSyn UTR inh	HSF1 inh	HSF1 activator	AI-2 QS modul	HIF act	GSK3A inh	KLF5 inh	GSK3beta inhib	IEC-6 tox
CCOc1ccccc1NC(=O)CNC(=O)Cc1ccccc1
    -4.2	11.4	-5.4	-27.7	5.4	-0.2	-3.6	3.3	2.3	2.4
CCC1=Nc2cc(C(=O)NCc3cccnc3)ccc2Sc2ccc(C)cc21
    2.2	19.6	5.3	10.8	2.1	2.4	-0.4	29.3	1.0	66.7*
COC(=O)C1CN(C(=O)c2cccc(OC(F)F)c2)c2ccccc2O1 (stereo unspecified)
    3.8	-13.4	-2.4	22.2	-4.4	0.5	-1.1	-1.4	-2.0	-1.9
O=C(CNc1cc(S(=O)(=O)N2CCCC2)ccc1OCC(F)(F)F)Nc1cc(Cl)cc(Cl)c1
    -0.3	2.8	0.1	2.2	-17.9	-0.6	-2.1	-9.5	-2.5	-1.7
CCCOC(=O)c1c(NC(=O)/C=C/c2cnn(C)c2C)sc(C(=O)OCC)c1C
    2.4	3.4	-0.3	-6.5	20.2	0.2	0.9	-27.2	1.7	-6.2
O=C(C1CCC(CNS(=O)(=O)c2cccs2)CC1)N1CCN(c2ccc(F)cc2)CC1 (stereo unspecified)
    -4.0	0.2	0.4	19.7	19.8	-0.4	-2.8	-4.7	4.0	-3.3
O=C(CCN1CCOCC1)NNC(=S)NC(=O)c1ccc(Br)cc1
    1.5	-7.8	9.9	23.9	48.8	-0.1	0.8	-38.3	-5.4	1.9
Cc1ccc2[nH]c(=O)c3cc(C(=O)N(C)c4ccccc4C)sc3c2c1
    -6.1	-21.1	-9.7	-31.6	9.7	0.1	-2.7	-5.7	0.2	1.4
CC(=O)Nc1cccc(NC(=O)C(C)N2c3cccc4cccc(c34)S2(=O)=O)c1 (stereo unspecified)
    1.8	16.9	2.7	-5.1	9.9	-0.3	0.8	-7.4	-0.9	3.2

# Remaining list, next part.
compound	HSP90 refold inh	aSyn UTR inh	HSF1 inh	HSF1 activator	AI-2 QS modul	HIF act	GSK3A inh	KLF5 inh	GSK3beta inhib	IEC-6 tox
Cn1cc(CN2CCC(n3nccc3NC(=O)Cc3ccccc3)CC2)cn1	2.9	-7.3	1.7	-5.0	-1.0	-0.5	-3.9	-16.9	-1.3	10.0
Cc1cccc(NC(=O)C2NC(=O)CC2c2ccccc2)c1C (stereo unspecified)	2.1	14.7	-4.1	-7.5	0.3	0.0	/	-2.0	0.5	7.4
C/C(Cl)=C/CN1C(=O)C2C3C=CC(C3)C2C1=O (stereo unspecified)	4.8	-11.8	-1.4	-2.9	10.0	-0.1	1.2	-12.8	1.6	-1.0
O=C(Cn1cc2c(n1)CCCCC2)N1CCc2ccccc21	-0.8	-0.1	5.9	7.2	4.2	0.7	/	-16.5	-1.5	-0.2
COc1cc(NC2c3ccccc3C(=O)N2Cc2ccc3c(c2)OCO3)cc(OC)c1 (stereo unspecified)	0.9	20.8	6.2	12.4	10.5	-0.6	0.7	-0.2	-1.5	2.4
COC(=O)/C=C1/N/C(=N\c2nc(C)cc(C)n2)N(c2ccc(Cl)cc2)C1=O	1.5	-20.0	-1.2	17.7	16.1	-0.3	-1.4	-36.8	3.7	3.1
O=c1c(Cl)c(N2CCC3(CC2)OCCO3)cnn1C12CC3CC(CC(C3)C1)C2	1.4	7.1	-1.2	3.7	9.2	-0.3	-1.0	-18.9	-0.7	-0.4
COc1ccc(C2(CNC(=O)c3cccs3)CCOCC2)cc1	-1.1	17.7	-2.8	-6.0	-6.3	0.8	0.2	3.1	2.8	1.7
CCc1ccc(-c2c(C)sc(NC(C)=O)c2C(N)=O)cc1	3.0	39.4	-17.7	-7.5	0.2	-0.2	1.1	-24.6	1.6	9.4
Cc1ccc(S(=O)(=O)NC(CC(C)C)C(=O)N2CCC(C)CC2)cc1 (stereo unspecified)	2.9	-4.7	2.3	8.4	15.2	-0.9	1.5	-16.8	-5.0	6.4
CCOc1ccc(CN2CCN(Cc3nc4c(s3)CCCC4)CC2CCO)cc1 (stereo unspecified)	1.0	-5.1	-9.8	1.3	22.1	-0.2	-2.7	-25.5	1.7	-2.0
CCCNC(=O)Nc1nccs1	-2.2	-3.4	1.9	-10.6	26.1	-0.3	1.6	-25.9	-1.9	0.4
COc1ccc(/C=N/NC(=O)c2ccccc2O)cc1Cn1cc([N+](=O)[O-])cn1	1.1	4.2	3.2	6.3	11.9	0.3	-2.1	-10.8	0.6	-5.0
COc1cc2cc(C)c(SCC(=O)N3CCN(C(=O)c4ccco4)CC3)nc2cc1OC	-0.5	44.4	8.0	6.5	11.7	-0.5	-4.8	-32.6	0.3	-1.2
Clc1cc(CSc2ccccc2)nc(-c2ccccc2)n1	-0.7	2.5	19.0	12.9	11.5	-0.1	4.9	2.6	-0.3	-0.6
O=C(COc1ccc(S(=O)(=O)NCc2ccccc2)cc1)N1CCOCC1	1.1	10.9	3.3	0.3	9.0	-0.2	-4.6	-32.4	-0.7	-2.3
COc1cc(C(=S)N2CCOCC2)ccc1OC(=O)c1cc(OC)c(OC)c(OC)c1	-1.6	7.2	-3.3	9.0	15.1	-14.5	-2.2	-25.0	-4.6	-0.8
CCOc1ccc(C(=O)NC(=S)NC2CCCC2)cc1[N+](=O)[O-]	-3.0	-7.5	3.0	30.5	5.4	-0.4	-2.1	-17.1	0.4	-5.5
O=C(COc1ccc(Cl)cc1Cl)Nc1ccccn1	86.9*	/	/	/	/	/	8.5	51.0	/	-6.3
O=Cc1ccccc1OS(=O)(=O)c1ccccc1	4.1	10.8	2.9	-4.6	11.9	0.5	-0.4	-24.6	0.4	-3.6
